# TNAP inh no acc – TNAP (human) inhibition, acceptor-free conditions; P05186; purified TNAP, CDP-star luminescence, 30 min; inhibition, % at 20 µM; 200,000 compounds, 0.26% hits;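 active = tissue-nonspecific alkaline phosphatase inhibition above about 50% at 20 µM in the single-dose screen, limit read from the data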;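 also: 0% = DMSO negative control and 100% = EDTA positive control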
# Target sequence (P05186 whole entry, looked up): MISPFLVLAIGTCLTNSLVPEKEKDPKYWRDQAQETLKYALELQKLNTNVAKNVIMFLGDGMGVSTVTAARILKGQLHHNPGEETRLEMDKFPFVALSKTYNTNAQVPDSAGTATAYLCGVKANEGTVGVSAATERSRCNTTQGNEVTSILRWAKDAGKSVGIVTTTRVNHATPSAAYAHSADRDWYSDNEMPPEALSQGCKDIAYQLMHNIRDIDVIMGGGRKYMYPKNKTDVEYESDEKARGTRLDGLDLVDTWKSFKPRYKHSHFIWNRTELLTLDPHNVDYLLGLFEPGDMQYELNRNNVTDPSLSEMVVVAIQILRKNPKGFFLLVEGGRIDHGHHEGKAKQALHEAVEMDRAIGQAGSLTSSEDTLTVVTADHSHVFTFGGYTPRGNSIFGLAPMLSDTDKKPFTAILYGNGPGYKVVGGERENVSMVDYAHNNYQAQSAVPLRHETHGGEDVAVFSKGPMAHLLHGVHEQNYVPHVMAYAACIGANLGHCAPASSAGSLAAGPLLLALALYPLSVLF
# PMI activator – increases human mannose-6-phosphate isomerase activity. P34949. purified human PMI, coupled resazurin fluorescence, 20 min; stronger effect = higher value; 1 = vehicle control, 0 substrate-free wells. activation factor at 20 µM. 190,000 compounds, 0.005% hits. AID 1214;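 active = activation factor of 2 or more at 20 µM, relative to plate controls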
# Target sequence (P34949 whole entry, looked up): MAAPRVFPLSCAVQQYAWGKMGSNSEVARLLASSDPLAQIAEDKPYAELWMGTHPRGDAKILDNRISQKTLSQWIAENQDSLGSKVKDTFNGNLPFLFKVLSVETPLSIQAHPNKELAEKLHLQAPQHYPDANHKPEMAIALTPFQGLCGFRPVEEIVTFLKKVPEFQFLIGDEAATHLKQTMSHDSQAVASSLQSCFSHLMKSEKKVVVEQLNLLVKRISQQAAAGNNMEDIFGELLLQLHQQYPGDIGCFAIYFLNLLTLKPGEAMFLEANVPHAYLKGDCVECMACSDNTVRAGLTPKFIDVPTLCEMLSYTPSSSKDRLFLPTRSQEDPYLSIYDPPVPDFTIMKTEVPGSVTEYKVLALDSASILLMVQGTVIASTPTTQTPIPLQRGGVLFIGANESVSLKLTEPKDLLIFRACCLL
# Diaphorase act – diaphorase activation or chemical reduction counter-screen; Diaphorase/resazurin coupled assay, resorufin fluorescence, 16 min; stronger effect = higher value; 1 = vehicle wells, 0 = NADH-free wells; activation factor at 20 µM; 190,000 compounds, 0.005% hits; AID 1229;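 active = diaphorase activity raised at least twofold by the compound at 20 µM; inactive = activation factor below 2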
#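 Measured by – red resorufin fluorescence at 544/590 nm excitation/emission · Test system – Clostridium kluyveri diaphorase, purified enzyme · Incubation – reaction time 16 min, room temperature · Buffer or medium – 50 mM HEPES pH 7.4 with 4.542 mM MgCl2, 0.005% Tween 20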
# TNAP act hi DEA – TNAP (human) activation, high acceptor; P05186; purified TNAP, CDP-star luminescence, 1 M DEA, 30 min; stronger effect = higher value; 0 = EDTA background, 1 = DMSO-only activity; activation factor at 20 µM; 200,000 tested, under 10 active; AID 1136;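 active = activation factor at least 2 at 20 µM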
#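 system = human TNAP | amount = enzyme diluted 1/800 final | reagent = 100 µM CDP-star substrate | signal = luminescent substrate turnover signal | dosing = one dose, 20 µM | benchmarks = EDTA negative control, DMSO positive control | measure = activation factor | timing = 30 min reaction, room temperature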
# Lmaj promast – reduces viability of Leishmania major promastigotes; resazurin fluorescence viability; inhibition, % at 10 µM; 200,000 compounds, 9% hits; AID 1063; in the data active = inhibition above about 50%;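 also: promastigotes grown with compound for 44 hours at 28 °C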
# TNAP inh hi DEA – TNAP (human) inhibition, high acceptor; purified TNAP, CDP-star luminescence, 1 M DEA; inhibition, % at 20 µM; 200,000 compounds, 0.03% hits; AID 1135;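 active = over 50% inhibition of tissue-nonspecific alkaline phosphatase at 20 µM in the single-dose screen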;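 also: plate controls were DMSO wells for no effect and EDTA-quenched wells as full inhibition for full effect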
# Diaphorase inh – diaphorase inhibition or chemical oxidation counter-screen. diaphorase resazurin-to-resorufin fluorescence, NADH, 16 min; bacterial (C. kluyveri) enzyme, not human. AID 1217. inhibition, % at 20 µM. 190,000 compounds, 0.69% hits;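 active = primary screen inhibition at 20 µM above a set limit, cut at about 50% in these data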;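 also: plate controls were DMSO with full reaction for no effect and wells lacking NADH for full effect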
#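 material = Clostridium kluyveri diaphorase enzyme | amount = 0.14 U/mL diaphorase, enzyme working solution | schedule = incubation 16 min, room temperature | detection = fluorescence of resorufin formed from resazurin, Ex 544/Em 590 nm | benchmarks = positive control minus NADH, DMSO neutral control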
# bIAP act – increases bovine intestinal alkaline phosphatase activity | purified bovine IAP, CDP-star luminescence, 30 min; stronger effect = higher value; fold of DMSO-control signal, blank-subtracted | activation factor at 20 µM | 200,000 compounds, 0.17% hits;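 active = activation factor of 2 or more at 20 µM, a signal rise over negative controls twice the positive control's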
# PMI act satM6P – activators of human phosphomannose isomerase at near-saturating mannose 6-phosphate; 190,000 compounds, 0.34% hits; P34949; activation factor at 20 µM; coupled PMI enzyme assay, resazurin fluorescence, 20 min; stronger effect = higher value; 1 = untreated enzyme, 0 = substrate-free blank;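 active = activation factor of 2 or more at 20 µM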
#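 Technique: Diaphorase-driven resazurin-to-resorufin fluorescence, excitation 544, emission 590 nm | Assay system: Human PMI in coupled enzyme assay | Times: Enzyme reaction with compound 20 min at room temperature | Medium: HEPES-buffered pH 7.4 with magnesium and detergent | Reagent: Mannose-6-phosphate 1.0 mM (near-saturating) plus 0.22 mM NADP+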
# bIAP inhibitor – intestinal alkaline phosphatase (bovine) inhibition | purified bovine IAP, CDP-star luminescence, 30 min | inhibition, % at 20 µM | 190,000 tested, under 10 active;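 active = over 50% inhibition of intestinal alkaline phosphatase at 20 µM in the single-dose screen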
#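 System: Purified bovine intestinal alkaline phosphatase (IAP) enzyme | Input: IAP diluted 1/65,000,000 in the well | Also added: CDP-star chemiluminescent phosphatase substrate, 30 µM final | Dosing: 20 µM single dose | Times: Enzyme reaction for 30 min at room temperature | Detection: Luminescence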
# The depositor's hits bear a star.
Structure,TNAP inh no acc,PMI activator,Diaphorase act,TNAP act hi DEA,Lmaj promast,TNAP inh hi DEA,Diaphorase inh,bIAP act,PMI act satM6P,bIAP inhibitor
Brc1ccc(-c2ccc(/C=N/Nc3nncc(-c4ccccc4)n3)o2)cc1,3,1.1,0.9,1,0,-1,8,0.6,1.1,36
Cc1ccc(C(=O)/C=C/c2ccc(Br)cc2)o1,-13,0.9,0.9,1.1,79*,-6,11,1,1,3
C=CCn1c(SCCC#N)nnc1-c1ccncc1,-6,0.9,1,1,-9,-2,4,1,1,0
NC(=O)c1cc2ccccc2oc1=NCc1ccccc1,-2,1,0.9,1,24,-5,13,0.9,1,13
COc1ccccc1/C=C/C1(C(=O)NC2CCCC2)CC(=O)N1c1ccc(F)cc1 (configuration not stated),-2,1.1,0.8,1.1,85*,-5,19,0.9,1.1,7
C#CCSc1nnc(CSc2nc3ccccc3s2)n1-c1ccccc1,-1,0.9,0.8,1,50*,4,17,1,0.9,2
CCCCSc1nc(O)cc(=O)n1CC,-19,1,1,1.1,-5,-6,3,1,1,1
Cn1c(=O)n(C)c2cc([N+](=O)[O-])c(N3CCN(S(=O)(=O)c4ccc(C(C)(C)C)cc4)CC3)cc21,-6,0.8,0.8,1,70*,-2,19,1,0.8,1
Cc1ccc(NC(=O)COC(=O)/C=C/c2ccco2)cc1S(=O)(=O)N(C)C,10,1.1,0.8,1,0,2,18,1,1.2,-2
CC(C)C[C@H](N)c1cn([C@@H](Cc2cc3ccccc3[nH]2)C(=O)N2CCNCC2)nn1,-7,1,1.1,1,-5,-4,-12,0.9,0.9,6
Cc1nc(NC(=O)CSc2nnc(-c3ccccc3)c(-c3ccccc3)n2)c(Cl)cc1Cl,-8,0.8,0.8,1,32,0,17,1,0.9,-3
O=C(CSc1nnc(-c2ccccn2)n1Cc1ccccc1)NC1CCCC1,-8,1,0.9,1,6,-3,12,1.1,1,-10
O=C1/C(=C/c2cccnc2)Oc2cc(OS(=O)(=O)c3ccc(F)cc3)ccc21,-4,0.9,0.8,1,14,-2,21,0.9,0.9,8
N/C(=N\OCC(=O)Nc1ccccc1)c1nonc1N,-10,1,0.9,1,-5,-4,10,1,1,-3
O=C(O)c1cc(/C=N\O)ccc1OCc1ccccc1,-12,1,1,1,-4,-3,0,0.9,1,6
O=C(CSc1n[nH]c(-c2ccco2)n1)Nc1sc2c(c1C(=O)Nc1ccccc1)CCCC2,3,0.9,0.8,1,19,-2,18,1,0.9,-3
COc1ccc(N2C(=O)CCC2=O)cc1,-9,1.1,1.1,1,1,-2,-6,1.1,1,-6
COc1ccc(OC)c(NC(=S)NN2CCN(C)CC2)c1,-5,0.9,0.8,1,-3,0,17,1,0.9,4
Cc1ccc(S(=O)(=O)N2CCC(C(=O)NNC(=O)c3ccncc3)CC2)cc1,-4,0.9,0.9,1,3,2,10,1.1,0.9,-7
CC(=O)c1ccc(N2CCC(c3cc(-c4ccc(Cl)cc4Cl)n[nH]3)CC2)c([N+](=O)[O-])c1,48,0.5,0.9,1,16,2,14,0.9,0.9,12
COc1ccccc1NC(=O)c1ccc(Cl)c(S(=O)(=O)N2CCOCC2)c1,-12,1,0.8,1,2,-3,19,1,1,4
N#Cc1c(Nc2ccc(F)cc2)sc(C(=O)c2ccccc2)c1N,-5,1,0.8,1,34,4,19,1,1.1,4
Cc1ccc(OCC(=O)N(C)Cc2ccccc2)c([N+](=O)[O-])n1,-13,0.8,0.9,1,-6,3,6,0.9,0.9,6
CC(Oc1ccc(Cl)cc1)c1ccn[nH]1 (configuration not stated),-19,0.9,0.9,1.1,-7,-9,14,1,0.9,-1
Cc1ccccc1OCCCCn1cnc2ccccc21,-12,1,0.8,1.1,11,-8,18,0.8,1,19

# Ordered by number of heavy atoms (largest number first): part of the list above.
Structure,TNAP inh no acc,PMI activator,Diaphorase act,TNAP act hi DEA,Lmaj promast,TNAP inh hi DEA,Diaphorase inh,bIAP act,PMI act satM6P,bIAP inhibitor
COc1ccccc1NC(=O)c1ccc(Cl)c(S(=O)(=O)N2CCOCC2)c1,-12,1,0.8,1,2,-3,19,1,1,4
C#CCSc1nnc(CSc2nc3ccccc3s2)n1-c1ccccc1,-1,0.9,0.8,1,50*,4,17,1,0.9,2
CCCCSc1nc(O)cc(=O)n1CC,-19,1,1,1.1,-5,-6,3,1,1,1

# Record cards, as listed above.
# O=C(CSc1n[nH]c(-c2ccco2)n1)Nc1sc2c(c1C(=O)Nc1ccccc1)CCCC2 across the screens: TNAP inh no acc = 3; PMI activator = 0.9; Diaphorase act = 0.8; TNAP act hi DEA = 1; Lmaj promast = 19; TNAP inh hi DEA = -2; Diaphorase inh = 18; bIAP act = 1; PMI act satM6P = 0.9; bIAP inhibitor = -3
# O=C(O)c1cc(/C=N\O)ccc1OCc1ccccc1 across the screens: TNAP inh no acc = -12; PMI activator = 1; Diaphorase act = 1; TNAP act hi DEA = 1; Lmaj promast = -4; TNAP inh hi DEA = -3; Diaphorase inh = 0; bIAP act = 0.9; PMI act satM6P = 1; bIAP inhibitor = 6

# New compounds follow:
Structure,TNAP inh no acc,PMI activator,Diaphorase act,TNAP act hi DEA,Lmaj promast,TNAP inh hi DEA,Diaphorase inh,bIAP act,PMI act satM6P,bIAP inhibitor
O=c1c(Cc2ccc(Cl)cc2)c(O)ccn1Cc1ccccc1,-5,1,0.9,1.1,0,-6,15,0.9,1,14
CN(CCOc1ccccc1)C(=O)c1ccc(OC2CCN(C(=O)C3CC3)CC2)cc1,-5,0.9,0.9,1,-3,-4,8,1,0.9,-4
Cc1oc(-c2ccc3c(c2)OCCO3)cc1C(=O)O,-11,1.2,1,1,-6,-3,1,0.9,1.1,5
Cn1c(=O)c2c(ncn2CC(=O)NCc2cccnc2)n(C)c1=O,-21,1,0.9,1.1,1,-7,10,0.9,1.1,8
O=C(NC1CC1)C1CCCN(C(=O)NC2CCCCC2)C1 (configuration not stated),-13,1,0.9,1,2,-5,12,0.9,1,7
Cc1nonc1CN(C)C(=O)CC1C(=O)NCCN1Cc1ccccc1C(F)(F)F (configuration not stated),-5,1,0.8,1,-7,-2,18,1,0.7,2
Cn1cccc1CC(=O)N/N=C\c1ccccc1,-15,1.1,0.9,1.1,-5,-6,7,0.9,1,11
CC(=O)C1=C(C)NC(SCc2ccc(C#N)cc2)=C(C#N)C1c1ccco1 (configuration not stated),-20,1.1,0.8,1,-2,-5,22,1.1,1,-11
CC(C)C(NC(=O)C1CCCCC1)C(=O)Nc1ccccn1 (configuration not stated),-8,1,0.9,1,6,-3,6,0.9,1,6
O=C(CCCCn1c(=O)[nH]c2ccccc2c1=O)NCCc1c[nH]c2ccccc12,-7,0.9,0.8,1,-1,-3,16,0.9,0.9,8
CCOC(=O)CNC(=O)CSc1nnc(NC(=O)c2ccccc2Cl)s1,-4,0.9,0.9,1,0,-3,10,1.1,0.9,-11
C/C(=N\Nc1ccc(Cl)cc1)c1ccccn1,-3,1.7,0.8,1,25,-2,19,0.8,2.1*,16
COc1cc(C(=O)NCc2ccc(F)cc2)cc(Cl)c1OC,-6,0.9,0.9,1,-6,-1,11,1,0.9,-2
CCS(=O)(=O)n1nc(-c2ccc(OC)cc2)nc1N,6,1,0.9,1,-6,1,5,0.9,1,7
CCOC(=O)/C=C1\SCC(=O)N1CC(=O)Nc1cccc(F)c1,-63,1,0.9,1.1,10,-6,7,1,1,-3
CCC(Sc1n[nH]c(=O)[nH]c1=O)C(=O)OCc1ccccc1 (configuration not stated),2,0.9,0.9,1,-9,-4,10,0.9,0.9,7
CC(NS(=O)(=O)c1ccc(Br)cc1)C(=O)NCc1ccc2c(c1)OCO2 (configuration not stated),-4,1,0.9,1,0,0,5,1,1,4
Cc1ccccc1C(=O)O/N=C(\N)c1ccncc1,-5,1,1,1,0,-1,-1,1,1,3
COC(=O)c1nc2nc(C)cc(=O)n2[nH]1,-2,1,0.9,1,0,2,8,1,1,-5
CCOC(=O)/C(C#N)=C/c1ccc(OCC(=O)Nc2ccc(OC)cc2)c(OC)c1,-15,0.9,1,1,-3,-2,2,1,0.9,5
Cc1cc(NC(=O)CN2C(=O)NC3(CCCCC3C)C2=O)no1 (configuration not stated),-10,1,1,1.1,58*,-5,-3,1.1,1,-10
CC(=O)/C(=N/Nc1ccccc1)Sc1nnc(C(O)c2ccccc2)n1-c1ccccc1 (configuration not stated),0,1,0.9,1,4,-1,14,0.9,1.1,14
Cn1nc(C(=O)NC2CCCCCC2)ccc1=O,-3,1,0.9,1,4,-2,6,0.9,1,9
NC(N)=N/N=C/c1ccc(OCc2ccccc2)cc1,-8,1,1.2,1.1,101*,-7,-16,0.9,1,8
Cn1c(SCc2ccccc2F)nnc1-c1ccccn1,1,0.9,1,1,0,3,3,1.1,0.9,-11
CCCC(=O)Nc1nc2ccc(NC(=O)c3ccccc3F)cc2s1,-10,0.9,0.7,1,0,-4,33,0.9,0.9,9
CC(C)C[C@@H]1NC(=O)[C@H](C(C)C)NC(=O)c2cc([N+](=O)[O-])cc(I)c2OCC[C@@H](C(N)=O)NC1=O,-9,1.3,0.7,1,-8,-3,26,0.9,1.1,14
CC1CCCCN1C(=O)CCS(=O)(=O)c1cccc2nonc12 (configuration not stated),-10,1.1,1,1,0,-4,5,1,1,-2
CCCn1c(NC(=O)c2ccc(F)cc2)nc2ccccc21,-9,1.2,1.1,1.1,17,-6,-7,1,1.2,-2
CCS(=O)(=O)N1CCCC(C(=O)NC2CCC(C)CC2)C1 (configuration not stated),-11,1,0.9,1.1,-2,-5,12,1,1,-1
Cn1nnnc1SCc1ccc(C(=O)Nc2ccccc2F)cc1,-4,0.9,1,1,-5,-3,-3,1,1,-3
COc1cc(OC)cc(C(=O)Nc2c(C)nn(-c3ccccc3)c2C)c1,-11,1.1,0.9,1.1,-6,-5,13,0.8,1.1,17
CCOCCCNC(C(=O)Nc1ccc(OC)c(Cl)c1)c1ccccc1 (configuration not stated),-7,0.9,0.8,1,11,0,15,1.1,0.9,-14
Cc1ccc(S(=O)(=O)N2CCCCC2)cc1NC(=O)CCOc1ccccc1,-3,0.8,0.8,1,1,2,21,0.9,0.9,9
COc1ccc(-n2c(C)c(C(C)=O)c3cc(OCC(N)=O)ccc32)cc1,-11,0.9,0.6,1,2,-5,36,1.1,1,-12
Oc1ccc(-c2[nH]ncc2-c2cnn(-c3ccccc3)c2)c(O)c1,-73,1.1,0.9,1,15,4,9,1.2,1,-20

# High-throughput results from PubChem.
